Texas Red fluor = compounds fluorescent in Texas Red spectral region | max dye-equivalent concentration, M | 59,000 compounds, 0.06% hits | Compound fluorescence, Texas Red channel, 547/618 nm; stronger effect = higher value; in the data active = max dye-equivalent concentration above about 10 nM; inconclusive = between about 1.1 nM and that limit
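Compound titrations in 100 mM Tris pH 8.0 were incubated 15 min at room temperature and read at 547 nm excitation / 618 nm emission. Texas Red six-point standard curve on each plate converted fluorescence to dye-equivalent concentration.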
FLuc inh = blocks Photinus pyralis firefly luciferase activity. AID 411. purified firefly luciferase, luminescence, 8 min. Potency, µM (series often up to 57.1 µM), for inactives: at the top dose activity change, negative = inhibition, actives largely listed as inhibitors. 72,000 compounds, 2.2% hits; note: potency is the fitted concentration of half-maximal effect; % is set by controls: 0 for no effect and ±100 for the full control effect; nearly all actives have a fitted effect of over 40% in size
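Substrate buffer containing 10 uM ATP (pH 7.2 imidazole, Mg2+, KCl, detergent, BSA) is dispensed, compound pinned in, then luciferase/luciferin detector mix added. After 8 min at ambient temperature, light output is measured.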
HEK293 cAMP cs = counter-screen for TSHR agonists: cAMP increase in parental HEK293; Potency, µM (doses to about 57.1 µM), inactives show at the highest dose activation, actives largely listed as activators; AID 938; 73,000 compounds, 2.5% hits; parental HEK293 CNG cAMP sensor, membrane potential fluorescence; note: potency is the fitted concentration of half-maximal effect; % of control where 0% means no effect; nearly all actives have a fitted effect of over 55% in size
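Counterscreen for endogenous-receptor signalling: CNG-channel HEK 293 cells report cAMP rise by membrane depolarization. After 60 min dye equilibration with 100 uM RO 20-1724, compounds incubated 30 min before bottom-read fluorescence at 590 nm.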
Tau filament bind = tau filament binding | P10636 | recombinant tau filaments, thioflavin S fluorescence, 15 h; filaments grown with octadecylsulfate alongside compound | Potency, µM (doses to about 57.1 µM), without a hit: top-dose activity change, negative = inhibition | 71,000 compounds, 2% hits | AID 596;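 note: potency is the fitted concentration of half-maximal effect; % is set by controls: 0 for no effect and ±100 for the full control effect; actives lower thioflavin S fluorescence by blocking filaments or displacing dye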
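Thioflavine S fluorescence (ex 450, em 510 nm) reports filaments formed from 1 uM human tau plus 30 uM ODS over 15 h at 37 C (10 mM HEPES pH 7.4, 100 mM NaCl, 5 mM DTT); compounds displacing dye or blocking filaments lower signal.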
ERK AVP inh = blocks ERK signaling stimulated by vasopressin. HEK293-V1b, vasopressin-stimulated pERK AlphaScreen. Potency, µM (series often up to 57.5 µM), for the others: at the highest dose activity, negative = inhibition, actives largely listed as inhibitors. 72,000 compounds, 0.99% hits. AID 995; note: potency is the fitted concentration of half-maximal effect; % is set by controls: 0 for no effect and ±100 for the full control effect; nearly all actives have a fitted effect of over 55% in size
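V1b-HEK293 cells; cpd 30 min 37C; 25 nM vasopressin 5 min; lyse 10 min; AlphaScreen beads 5 hr RT. Normalized to DMSO basal and 25 nM vasopressin; AC50 by Hill fit.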
Caspase-1 inhib = blocks human caspase-1 allosterically or competitively; P29466; 75,000 compounds, 0.03% hits; Caspase-1 enzyme, Ac-WEHD-AFC fluorogenic rate; AID 900; Potency, µM (top dose mostly 57.5 µM), without a hit: at the top dose activity change, negative = inhibition, usual class: inhibitors;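 note: potency is the fitted concentration of half-maximal effect; plate controls were vehicle for no effect and no substrate for full effect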
Target sequence (P29466 120-297 limits assumed): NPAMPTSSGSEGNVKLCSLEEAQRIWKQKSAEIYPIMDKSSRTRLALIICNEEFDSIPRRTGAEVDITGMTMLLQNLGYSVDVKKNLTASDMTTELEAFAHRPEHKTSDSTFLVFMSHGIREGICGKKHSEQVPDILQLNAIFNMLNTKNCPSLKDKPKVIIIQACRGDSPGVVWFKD
Target sequence (P29466 317-404 limits assumed): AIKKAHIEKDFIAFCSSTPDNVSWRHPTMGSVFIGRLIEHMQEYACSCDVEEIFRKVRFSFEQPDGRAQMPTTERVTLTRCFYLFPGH
Rhodamine autofl = compound autofluorescence in rhodamine spectral region; Rhodamine-region fluorescence, 547/598 nm, Tris buffer; stronger effect = higher value; max dye-equivalent concentration, M; 59,000 compounds, 0.05% hits; AID 594; in the data active = max dye-equivalent concentration above about 11 nM; inconclusive = between about 1.1 nM and that limit
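Intrinsic compound fluorescence, ex 547 / em 598 nm, CCD imager. Tris 100 mM pH 8.0; 15 min RT. Output = rhodamine dye-equivalent concentration at each compound concentration.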
Fluorescein fluor = compound autofluorescence in fluorescein spectral region; Compound autofluorescence, 480/540 nm, fluorescein-equivalent; stronger effect = higher value; max fluorescein-equivalent concentration, M; 59,000 compounds, 0.91% hits; in the data active = max fluorescein-equivalent concentration above about 10 nM; inconclusive = between about 1.1 nM and that limit
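In this qHTS profile, compound fluorescence was measured with a 480 nm/540 nm filter pair following a 15-min room-temperature incubation in 100 mM Tris (pH 8.0). A six-point fluorescein series on each plate served for normalization.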
Caspase-7 inhib = allosteric or competitive inhibitors of human caspase-7 | recombinant caspase-7, Ac-DEVD-AFC fluorescence rate | Potency, µM (titrated, usually from 57.5 µM), for inactives: top-dose activity change, negative = inhibition, usual class: inhibitors | 75,000 compounds, 0.02% hits | AID 889; active = well fitted inhibition curve with a large enough effect in the main read-out, with a control signal flat, not every such curve was filed as active; inconclusive = small, poorly fitted or top-dose-only effect, or a change in a side signal; note: potency is the fitted concentration of half-maximal effect; % of control where 0% means no effect
Target sequence (P55210 24-198 limits assumed): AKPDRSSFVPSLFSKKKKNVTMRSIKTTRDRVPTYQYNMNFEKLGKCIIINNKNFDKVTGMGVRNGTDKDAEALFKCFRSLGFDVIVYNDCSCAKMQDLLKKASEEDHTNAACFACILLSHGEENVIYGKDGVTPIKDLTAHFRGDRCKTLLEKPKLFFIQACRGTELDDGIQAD
Target sequence (P55210 207-303 limits assumed): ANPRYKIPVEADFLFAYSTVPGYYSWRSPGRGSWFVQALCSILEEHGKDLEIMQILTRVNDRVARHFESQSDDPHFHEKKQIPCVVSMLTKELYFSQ
4MU fluor = compound fluoresces in the 4-MU spectral region; compound autofluorescence, 340/450 nm, 4-MU equivalents; stronger effect = higher value; max dye-equivalent concentration, M; 59,000 compounds, 11% hits; AID 589; in the data active = max dye-equivalent concentration above about 10 nM; inconclusive = mostly about 1.1 nM to 9.6 nM
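Compounds in 100 mM Tris, pH 8.0, sat 15 min at room temperature before fluorescence was read at 340 nm excitation/450 nm emission; a per-plate six-point 4-MU standard curve converted signals to dye-equivalent concentration at each compound concentration.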
A350 autofl = compounds fluorescent in Alexa 350 spectral region | 59,000 compounds, 11% hits | AID 590 | max dye-equivalent concentration, M | Compound autofluorescence, 340/450 nm, Alexa 350 dye-equivalents; stronger effect = higher value; in the data active = max dye-equivalent concentration above about 10 nM; inconclusive = mostly about 1.1 nM to 9.6 nM
* = called active by the depositor; i = inactive; ? = inconclusive; nt = no result given; [ ] = another dose, or the depositor's remark. Unless noted, calls come from the whole dose curve; as a rule, active = well fitted curve in the direction sought with a large enough effect; inconclusive = small, poorly fitted or top-dose-only effect, or another doubt; inactive = no such curve, though single readings can be large; an effect the other way counts as inactive or inconclusive. These rows are one share of the data; rates above refer to the full screens.

SMILES	Texas Red fluor	FLuc inh	HEK293 cAMP cs	Tau filament bind	ERK AVP inh	Caspase-1 inhib	Rhodamine autofl	Fluorescein fluor	Caspase-7 inhib	4MU fluor	A350 autofl
CCOC(=O)c1ccccc1NC(=O)CN1C(=O)CCS(=O)(=O)c2ccccc21	?	0%	3%	-9%	?	0%	i	i	0%	i	i
Nc1nonc1N1CCCCC1	i	0%	10%	9%	8%	2%	i	?	1%	i	i
Cc1sc2nc(CN(CCc3ccccc3)C(=O)c3ccco3)[nH]c(=O)c2c1C	i	2%	26%	0%	4%	-2%	i	i	3%	i	i
O=C(OCc1ccco1)c1ccc(S(=O)(=O)N2CCCCC2)cc1	i	0%	11%	-20%	10%	-1%	i	i	-10%	i	i
O=C(OC(C(=O)NCc1ccc2c(c1)OCO2)c1ccc(Cl)cc1)c1ccco1 (stereo not given)	i	2%	?	-1%	7%	-3%	i	i	-1%	i	i
Cc1ccc(C)n1-n1c(C)nc2sc(-c3ccccc3)cc2c1=O	nt	-25%	3.2µM*	-12%[11.4 µM]	-23%	-3%	nt	nt	-2%	nt	nt
C=CCOc1ccccc1CNn1nnnc1N	i	0%	?	-2%	-14%	1%	i	i	-7%	i	i
CN(C)C(=O)c1ccc(-c2nc(NCc3ccccc3)c3ccccc3n2)cc1	i	-1%[2.29 µM]	?	4%	-21%	-2%	i	i	-4%	i	i
CC1(C)Cc2c(c(N3CCCCC3)[nH]c(=S)c2C#N)CS1	i	0%[25.5 µM]	nt	nt	nt	nt	i	i	nt	i	?
O=S(=O)(c1ccccc1)N1CCN(C2CCN(Cc3ccccc3)CC2)CC1	nt	-2%	23%	22%	-15%	-4%	nt	nt	-5%	nt	nt
Cc1cccc(CNC(=O)c2ccccc2N)c1	i	0%	3%	0%	-14%	0%	i	i	-1%	8e-08M*	8.9e-08M*
Cc1cccc(C)c1NC(=O)c1c(-c2ccccc2)noc1C	nt	4%	?	16%	6%	4%	nt	nt	0%	nt	nt
Clc1ccc2nc(N3CCCCC3)[nH]c2c1	i	13µM*	?	2%	-5%	0%	i	?	-1%	i	i
O=C(Nc1cccc(C(=O)N2CCOCC2)c1)c1cncc(Br)c1	i	1%	?	-18%	-9%	1%	i	i	1%	i	?
O=C(COC(=O)Cc1cccc(C(F)(F)F)c1)NCC1CCCO1 (stereo not given)	i	1%	20%[2.29 µM]	5%	9%	1%	i	i	0%	i	i
Nc1ncnc2c1nc(Sc1ccc(Cl)cc1)n2[C@@H]1O[C@H]2COP(=O)(O)O[C@@H]2[C@H]1O	?	4%	-3%	8%	-17%	1%	i	i	-1%	i	i
CC1CCCCC1NC(=O)C1CCN(C(=O)NC2CCCCC2)CC1 (stereo not given)	i	3%	1%	-10%	-6%	-1%	i	i	2%	i	i
CSc1nc2ccccc2c(=O)n1N	nt	2%	5%	1%	-9%	-2%	nt	nt	0%	nt	nt
Cc1onc(C(=O)N2CCC(C(N)=O)CC2)c1-c1ccccc1Cl	nt	-11%	-8%	5%	-11%	-1%	nt	nt	0%	nt	nt
NCCCNCCCCN(CCCN)/[N+]([O-])=N/O	nt	3%	3%	?	-1%	3%	nt	nt	0%	nt	nt
CCCCN(C)S(=O)(=O)c1cc(Br)cc2c1N(C(=O)C1CC1)CC2	i	2%	?	20%	-7%	-1%	i	i	-2%	i	i
CC1=C(C(=O)Nc2ccccn2)C(c2ccc(N(C)C)cc2)n2ncnc2N1 (stereo not given)	i	1%	-6%	1%	-4%	1%	i	i	0%	i	i
CC(C)C(=O)Nc1nnc(SCC(=O)NC2CC2)s1	i	2%	6%	7%	5%	-1%	i	i	1%	i	i
O=C(CN1CCN(Cc2ccccc2)CC1)NC(=O)NC1CCCCC1	i	0%	12%	-6%	-12%	1%	i	i	-3%	i	i
CCCNS(=O)(=O)c1cccc2cccnc12	nt	3%	14%	-9%	nt	1%	nt	nt	1%	nt	nt
CCC(C)N1CC(O)=C(c2nc3ccccc3[nH]2)C1=N (stereo not given)	i	?	9%	-4%	-6%	2%	i	?	nt	?	i
CCn1c(N)c(C(=O)NCc2ccco2)sc1=S	i	-1%	-2%	8%	22%	2%	i	i	0%	i	i
Cc1cccc(N2CCCn3c2nc2c3c(=O)n(CCN3CCOCC3)c(=O)n2C)c1	i	2%	-22%	-2%	?	-1%	i	?	-1%	i	i
CCC(=O)c1ccc(OCCN2CCOCC2)cc1	i	2%	3%	-8%	3%	1%	i	i	0%	i	i
O=C(C1CCN(S(=O)(=O)c2cnc[nH]2)CC1)N1CCc2ccccc2C1	i	-4%	-6%	2%	32%[activator]	0%	i	i	-2%	i	i
CCOc1ccc(-c2noc(-c3cccnc3)n2)cc1OC	?	-19%	3%	12%	-12%	-2%	i	i	-2%	i	i
Cc1ccc(C(=O)NCCCn2ccnc2)o1	nt	2%	2%	-13%	16%	-2%	nt	nt	0%	nt	nt
CN(C)c1ccc(-c2nn3c(-c4ccc(Cl)cc4Cl)nnc3s2)cc1	i	3%	13%	10%	0%	2%	i	?	-3%	1.5e-07M*	1.8e-07M*
CCOC(=O)CSc1nc2c(c(-c3ccc(C)o3)c1C#N)CCCC2	nt	1%	?	56%	82%[activator]	-2%	nt	nt	-2%	nt	nt
CC(C)(C)N1C(=O)[C@H]2[C@H]3[C@H](O)[C@H](O)C/C(=N/OCc4ccccc4)[C@@H]3CC[C@@H]2C1=O	nt	2%[11.4 µM]	2%[11.4 µM]	nt	22%[11.5 µM]	2%[11.5 µM]	nt	nt	4%[11.5 µM]	nt	nt
O=C(NCc1ccccn1)C1COc2ccccc2O1 (stereo not given)	?	1%	15%	-2%	?	0%	i	?	1%	i	i
CC(=O)c1c(C)oc(C)c1CSCc1ccc(C(=O)O)o1	nt	0%	2%	-5%	-26%	-4%	nt	nt	-7%	nt	nt
CCN(CC)CC(=O)c1c[nH]c2ccc(C)cc12	?	4%	19%	-28%	14%	-1%	i	i	-3%	i	?
Cc1ccccc1OCC(O)Cn1c(NCc2ccco2)nc2c1c(=O)[nH]c(=O)n2C (stereo not given)	i	0%	-10%	54%	-22%	-3%	i	i	1%	i	i
O=C(NCCCN1CCCC1=O)c1csc2ccccc12	i	0%	26%	8%	7%	0%	i	?	-2%	i	i

The final 3 compounds of the section before are carried over, then new ones follow.
SMILES	Texas Red fluor	FLuc inh	HEK293 cAMP cs	Tau filament bind	ERK AVP inh	Caspase-1 inhib	Rhodamine autofl	Fluorescein fluor	Caspase-7 inhib	4MU fluor	A350 autofl
CCN(CC)CC(=O)c1c[nH]c2ccc(C)cc12	?	4%	19%	-28%	14%	-1%	i	i	-3%	i	?
Cc1ccccc1OCC(O)Cn1c(NCc2ccco2)nc2c1c(=O)[nH]c(=O)n2C (stereo not given)	i	0%	-10%	54%	-22%	-3%	i	i	1%	i	i
O=C(NCCCN1CCCC1=O)c1csc2ccccc12	i	0%	26%	8%	7%	0%	i	?	-2%	i	i
CN(C)CC1(c2ccccc2)CCCC1	i	1%	2%	2%	15%	3%	i	i	-1%	i	i
CCOC(=O)N1CCN(c2nc3ccccc3nc2C(C#N)C(=O)NCCc2ccccc2)CC1 (stereo not given)	i	2%	13%	4µM*	-19%	?	i	1.1e-08M*	-23%	i	i
CC1Cc2ccccc2N1Cc1cc(=O)n2ccsc2n1 (stereo not given)	i	0%	-8%	-9%	6%	-13%	i	?	-13%	?	?
CCOC(=O)C1Cc2ccccc2CN1 (stereo not given)	i	0%	-4%	6%	-15%	-1%	i	i	-2%	i	i
CCC(CC)C(=O)NCCNC(=O)C(CC)CC	i	1%	?	8%	-22%	0%	i	i	-6%	i	i
N#Cc1c(N2C(=O)C3C4C=CC(C4)C3C2=O)sc2c1CCC2 (stereo not given)	i	-3%	3%	1%	12%	-2%	i	i	4%	?	?
CC1=Nn2c(nnc2-c2ccc(F)cc2)SC1	i	-2%	0%	-2%	-8%	-2%	i	i	2%	i	i
O=C(C1CCN(S(=O)(=O)c2cnc[nH]2)CC1)N1CCN(Cc2ccc3c(c2)OCO3)CC1	i	-3%	-1%	5%	-1%	1%	i	i	1%	i	i
C[C@@H](C(=O)NCc1ccccc1)[C@H]1C[C@]1(C)[C@H](NC(=O)OCc1ccccc1)c1ccccc1	nt	nt	16µM*	-1%	9%	-1%	nt	nt	-4%	nt	nt
CCC(=O)N(Cc1cc2cccc(C)c2[nH]c1=O)c1ccccc1OC	i	4%	20%	-6%	-22%	0%	i	?	-7%	i	i
CCOC(=O)c1cn(CC(=O)Nc2ccc3c(c2)OCCO3)nn1	i	3%	11%	-6%	15%	1%	i	i	0%	5.4e-08M*	5.2e-08M*
COc1ccc(-n2c(SCc3ccc(C#N)cc3)nnc2-c2ccccn2)cc1	i	1%	4%	6%	10%	1%	i	?	-1%	i	i
COCCNC(=O)C(c1cccs1)N(CCc1ccccc1)C(=O)Cn1nnc2ccccc21 (stereo not given)	i	0%	25%	0%	2%	0%	i	?	-2%	i	i
CCOC(=O)c1c(NC(=O)c2nn(CC)cc2Br)sc(C)c1C	i	-2%	11%	21%	-12%	-5%	i	i	-4%	4.9e-07M*	4.8e-07M*
